# M1 PAM parental: counter-screen for M1 PAMs: effect in parental CHO-K1 cells | ATP EC20, Fluo-8 calcium fluorescence; 0% at ATP EC20, 100% at ATP max | activation, % at 3 µM | 0.02% of 360,000 active | AID 602247;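 active = activation above the run cutoff, the mean activation of all test compounds plus 3 SD, cut at about 40% in these data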;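 also: peak over basal fluorescence ratio in a 140 s read after ATP addition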
# V1R ag counter: counter-screen for oxytocin receptor agonists: human V1a receptor agonists | P37288 | AID 2797 | 0.25% of 320,000 active | CHO-V1R cells, Fluo-8 calcium fluorescence, agonist mode; 0% DMSO, 100% 3 nM vasopressin | activation, % at 3 µM;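 active = activation above the mean activation of all tested compounds plus 3 SD, per screening run, cut at about 20% in these data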;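 also: signal is peak over basal fluorescence ratio across a 100 second FLIPR read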
# M1 ag parental: nonselective activator or artifact in parental CHO-K1 cells; Fluo-8 calcium fluorescence; scaled to maximal ATP response, vehicle zero; activation, % at 3 µM; 0.48% of 360,000 active; AID 602248; in the data active = activation above about 15%;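 also: untransfected CHO-K1 host cells lacking M1 receptor as counterscreen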
# OXTR potentiator: potentiators of human oxytocin receptor. CHO-OTR cells, Fluo-8 calcium fluorescence, potentiator mode; 0% = oxytocin EC15, 100% = EC100. activation, % at 3 µM. 0.061% of 320,000 active. AID 2445;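 active = activation above that plate's cutoff, the mean activation of tested compounds plus 3 SD, cut at about 6.6% in these data, passing the limit was not always enough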;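 also: 100% uses oxytocin at 75 nM as the full agonist control; some results filed as inactive read as strong as hits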
#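 System: human OTR in CHO cells; Also added: sub-maximal oxytocin, roughly EC15; Timing: compound 6 min at room temperature before oxytocin, 100 s read; Technique: Fluo-8 intracellular calcium fluorescence, ex 470-495, em 515-575 nm; Controls: oxytocin EC15 low and EC100 high; Replication: singlicate.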
# CHRM1 agonist: human M1 muscarinic receptor agonism; 0.33% of 360,000 active; P11229; activation, % at 3 µM; CHO-K1 hM1, Fluo-8 calcium fluorescence, agonist mode; 0% DMSO, 100% acetylcholine EC100;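 active = activation above the run's mean compound activation plus 3 SD, cut at about 16% in these data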;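 also: peak over basal fluorescence ratio within a 140 s kinetic read after compound addition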
# Target sequence (P11229 whole entry, looked up): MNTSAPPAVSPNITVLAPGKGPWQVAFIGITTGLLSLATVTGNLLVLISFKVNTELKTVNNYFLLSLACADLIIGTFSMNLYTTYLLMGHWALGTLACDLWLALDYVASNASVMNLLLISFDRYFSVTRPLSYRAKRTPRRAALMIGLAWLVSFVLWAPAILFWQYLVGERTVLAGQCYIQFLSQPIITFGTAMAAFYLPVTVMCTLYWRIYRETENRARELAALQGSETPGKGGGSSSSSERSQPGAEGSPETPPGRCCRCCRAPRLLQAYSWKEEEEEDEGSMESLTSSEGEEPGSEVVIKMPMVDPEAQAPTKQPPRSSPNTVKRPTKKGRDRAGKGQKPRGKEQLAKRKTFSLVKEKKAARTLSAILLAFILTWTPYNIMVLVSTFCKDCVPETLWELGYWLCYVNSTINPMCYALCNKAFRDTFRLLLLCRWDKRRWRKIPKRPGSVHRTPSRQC
# CHO-K1 Ca antag: counter-screen for M1 antagonists: effect in parental CHO-K1 cells | ATP-induced calcium, Fluo-8 fluorescence | inhibition, % at 3 µM | 0.6% of 360,000 active | AID 602250;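 active = inhibition above a per-plate cutoff, the plate's mean sample inhibition plus 3 SD, cut at about 24% in these data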;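 also: 0% = DMSO plus EC80 ATP and 100% = DMSO alone without ATP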
# TAAR1 agonist: agonists of human TAAR1; Q96RJ0; CHO RD-HGA16 TAAR1, Fluo-8 calcium fluorescence; vehicle wells 0%, saturating PEA agonist 100%; activation, % at 3 µM; 0.99% of 360,000 active; AID 624467;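 active = activation above the mean activation of all test compounds in the run plus 3 SD, cut at about 38% in these data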
# Target sequence (Q96RJ0 whole entry, looked up): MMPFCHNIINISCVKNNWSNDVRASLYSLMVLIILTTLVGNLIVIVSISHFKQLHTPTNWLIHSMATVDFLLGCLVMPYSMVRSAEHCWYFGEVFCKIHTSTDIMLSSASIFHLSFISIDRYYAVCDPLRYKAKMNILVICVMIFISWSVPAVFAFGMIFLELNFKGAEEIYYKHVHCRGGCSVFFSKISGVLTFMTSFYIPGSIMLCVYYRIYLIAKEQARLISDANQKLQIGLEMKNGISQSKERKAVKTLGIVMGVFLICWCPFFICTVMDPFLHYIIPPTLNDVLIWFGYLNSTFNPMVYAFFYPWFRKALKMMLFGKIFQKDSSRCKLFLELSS
#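 Test system: RD-HGA16 (CHO) cells co-expressing Gα16 and hTAAR1 / Benchmarks: DMSO vehicle as 0%, PEA at EC100 as 100% / Repeats: no replicates (n 1) / Measure: % activation from peak over basal fluorescence ratio, DMSO-to-PEA scaled / Timing: 17-24 h plating, Fluo-8 75 min 37 °C, 30 min RT / Technique: kinetic Fluo-8 calcium fluorescence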
# TAAR1 antag: human TAAR1 antagonism; Q96RJ0; CHO RD-HGA16 TAAR1, Fluo-8 calcium fluorescence, antagonist; inhibition, % at 3 µM; 1.5% of 360,000 active;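 active = inhibition above a per-plate cutoff, the mean inhibition of test compounds on that plate plus 3 SD, cut at about 49% in these data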;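 also: 0% = DMSO plus EC80 beta-PEA response and 100% = DMSO alone without agonist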
#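 Test system – hTAAR1-expressing CHO RD-HGA16 cells, Gα16-coupled · Reagent – β-PEA at EC80 concentration, post-compound challenge · Compound dosing – 3 µM, single point · Timing – 140 s kinetic read after compound, 140 s after agonist · Detection – Fluo-8 intracellular calcium dye fluorescence, real-time kinetic reads · Control set – DMSO and EC80 PEA controls · Repeats – n of 1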
# CHO parental Ca: counter-screen for OX1R antagonists: effect in parental CHO cells; inhibition, % at 5.6 µM; parental CHO-K1, ATP-induced calcium, Fluo-8 fluorescence; 0.63% of 330,000 active;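 active = inhibition above that plate's mean sample inhibition plus 3 SD, cut at about 26% in these data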;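 also: 0% = ATP-challenged DMSO wells and 100% = DMSO wells without ATP; some compounds past the cut are filed as inactive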
#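 Assay system: parental CHO cells; Read-out basis: percent inhibition of ATP-evoked calcium rise, normalized to controls; Benchmarks: ATP and no-ATP DMSO wells; Compound dosing: single nominal dose of 5.6 µM per compound; Signal: Fluo-8 calcium dye fluorescence; Also added: ATP as calcium-mobilizing challenge; Repeats: singlicate.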
# * hit, by the source's call; · = no result given.
SMILES,M1 PAM parental,V1R ag counter,M1 ag parental,OXTR potentiator,CHRM1 agonist,CHO-K1 Ca antag,TAAR1 agonist,TAAR1 antag,CHO parental Ca
COc1ccc(CCNC(=O)C(C)Sc2ccc(C)cc2)cc1OC (configuration not stated),22,0.6,1.2,3,-3,-6,0,-8,-11
COC(=O)NNC(=O)/C=C/c1ccccc1,4,0.6,-0.1,-2,-4,6,0,4,-7
CCN1CCN(c2cc3c(nn2)Oc2ccccc2N3C)CC1,6,0.2,-0.5,-2,-12,-7,-1,-18,-12
COc1cc(C)nc(OCCNS(=O)(=O)c2cc(C)ccc2C)n1,-8,2.0,0.6,-8,-2,9,1,15,-6
CSc1nc(NCc2ccco2)c2sc3nc(C(C)C)c4c(c3c2n1)CC(C)(C)OC4,15,-0.9,0.0,-4,-5,-5,7,1,-30
O=C1CSC(=S)N1c1cccc(Br)c1,2,2.5,3.2,-18,4,3,11,12,0
COc1ccc(C(=O)/C=C2\NCC3c4ccccc4CCN3C2=O)cc1 (configuration not stated),29,-0.4,0.4,-19,-3,-25,0,11,-15
COC(=O)N[C@H](CC(C)=O)c1cccc(C(F)(F)F)c1,-7,-0.4,0.3,7,-2,-3,17,7,-13
COc1ccc(-c2nn(-c3ccccc3)cc2C(=O)NC(=S)N2CCOCC2)cc1OC,-8,2.7,0.5,-8,-3,-15,14,38,-19
Cc1ccc(S(=O)(=O)NCCN2CCNC2=O)cc1,19,-0.9,0.2,-1,1,-4,2,-54,-3
Cn1nc(C(C)(C)C)c([N+](=O)[O-])c1C(=O)NC(C)(C)C,6,0.6,-0.3,1,-2,-2,9,0,11
N#CC1(NC(=O)CSc2ccccn2)CCCCC1,17,-0.1,0.5,0,-2,11,0,-1,16
Cc1ccc(NC(=O)c2cc(-c3ccccc3O)n[nH]2)cc1Cl,3,·,0.8,·,-5,-17,2,-5,·
CCOC(=O)[C@H]1[C@H]2COc3ccc(OC)cc3[C@@H]2N2C(=O)CN(Cc3ccco3)C(=O)[C@@]12C,-10,0.5,0.4,0,-3,1,8,15,-13
CC(C)N(C)c1ncnc2c1ncn2[C@H]1CN(Cc2ccccc2)C[C@@H](CO)O1,8,·,0.4,·,-1,3,4,-25,·
Cc1cc(C)c2nc(-c3ccccn3)cc(C(=O)n3cccn3)c2c1,11,1.3,0.8,1,-4,-9,-1,-30,-8
FC(F)(F)c1cccc(-c2cncc(N3CCN(CCN4CCCC4)CC3)n2)c1,11,·,0.6,·,-8,-10,4,-8,·
CSc1ccccc1OCc1cc(C(=O)NCCC2CCCCO2)no1 (configuration not stated),-17,·,1.9,·,-2,-9,2,2,·
COc1ccc(C(=O)C2CCCN(C(=O)c3n[nH]c4c3CCCC4)C2)cc1OC (configuration not stated),-1,2.6,2.1,-9,-8,11,1,-6,-4
CCC(CC)C(=O)c1c[nH]c(C(=O)N2CCN(c3ccccc3F)CC2)c1,7,-1.2,0.1,-5,-4,-8,2,-23,-15
CCCCNC(=O)c1nnn(-c2ccccc2)c1N,11,0.4,-0.1,-8,-2,-6,0,-2,-19
Cc1cc(C)nc(N2CCC(C(=O)Nc3cccc(C(F)(F)F)c3)CC2)n1,1,1.6,0.2,-14,-3,12,3,4,-4
CCOC(=O)COc1cccc2c(=O)n(CC(=O)N3CCC(C)CC3)ccc12,9,0.7,0.6,-3,-2,-12,1,2,-11
Cc1ccc(CN2CCN(C(=O)c3ccncc3)CC2)cc1,3,0.0,-0.1,-6,-5,-3,1,1,3

# One compound at a time, from the list above.
# Record of COC(=O)N[C@H](CC(C)=O)c1cccc(C(F)(F)F)c1 : M1 PAM parental: -7; V1R ag counter: -0.4; M1 ag parental: 0.3; OXTR potentiator: 7; CHRM1 agonist: -2; CHO-K1 Ca antag: -3; TAAR1 agonist: 17; TAAR1 antag: 7; CHO parental Ca: -13
# Record of N#CC1(NC(=O)CSc2ccccn2)CCCCC1 : M1 PAM parental: 17; V1R ag counter: -0.1; M1 ag parental: 0.5; OXTR potentiator: 0; CHRM1 agonist: -2; CHO-K1 Ca antag: 11; TAAR1 agonist: 0; TAAR1 antag: -1; CHO parental Ca: 16

# Other entries.
SMILES,M1 PAM parental,V1R ag counter,M1 ag parental,OXTR potentiator,CHRM1 agonist,CHO-K1 Ca antag,TAAR1 agonist,TAAR1 antag,CHO parental Ca
O=C(N/N=C/c1ccc(N2CCCCC2)o1)c1ccccc1,4,0.9,-0.1,-6,0,1,2,-5,-9
CCOC(=O)C1=C(C)NC(C)=C(C(=O)OCC)C1C(=O)OCC(=O)N(C)C1CCS(=O)(=O)C1 (configuration not stated),12,-0.3,0.0,-12,-5,0,1,-9,2
O=C(CC1S/C(=N/N=C/C=C/c2ccccc2)NC1=O)Nc1ccc(C(=O)O)cc1 (configuration not stated),20,0.4,-0.1,-1,-3,-7,1,12,-17
CCOC(=O)c1noc(C)c1C(=O)Nc1nccs1,0,-0.2,-0.6,-4,1,0,3,4,-7
COc1ccc(CCNC(=O)C(=O)Nc2nccs2)cc1OC,7,2.1,0.9,-9,-1,2,3,4,-17
CC(=O)c1sc2nc(-c3cccs3)ccc2c1N,-1,0.5,0.0,-10,-3,16,1,6,-14
CCN(c1ccccc1C(=O)O)S(=O)(=O)c1cccc2nsnc12,-8,0.8,0.3,1,-2,-10,3,-2,-7
CC(C)(C)c1cc(C(C)(C)C)cc(S(=O)(=O)CCc2ccccn2)c1,-2,-2.4,-0.7,-3,-5,-6,21,-13,-13
O=C(CNc1cccc([N+](=O)[O-])c1)N/N=C/c1ccc(F)cc1,5,-0.4,0.3,-10,-8,-5,1,-6,7
O=C(NCC(=O)N(c1ccc(F)cc1)C(C(=O)NC1CCCCC1)c1cccnc1)c1ccco1 (configuration not stated),-8,1.1,-0.2,-2,-3,-3,2,3,-28
COc1cc2nc(C3CCC3)n(NC(=O)C3CCC3)c(=O)c2cc1OC,14,-0.9,0.5,-11,-2,-19,4,-22,-19
Cc1sc2c(c1C)c(=O)nc1scc(CC(=O)O)n12,-6,1.0,0.1,-12,-3,-1,11,-12,2
O=C1[C@H](Cc2ccccc2)NCCCC[C@@H](c2ccco2)N1Cc1ccccc1,-8,·,-0.3,·,-6,-13,2,11,·
COc1ccc(NC(=O)CSc2nc3cccnc3n2C)cc1,7,2.3,1.2,-2,-2,-16,13,-12,-10
OC(CNCc1ccccc1)(c1ccc(F)cc1)c1ccc(F)cc1,13,-1.0,1.7,-4,-7,-5,14,0,-28
CC(C)n1c(O)c(N=NC(=O)CNC(=O)CCc2ccccc2)c2ccccc21,20,-0.2,2.3,-4,-6,-18,2,-21,-14
CCOC(=O)C1CCN(C(=O)Cn2ncc3c([nH]c4ccccc43)c2=O)CC1,-10,0.9,0.4,-8,-4,-5,1,-11,8
Cc1cccc(-n2ncc3c(NC4CCCCC4)ncnc32)c1,15,-1.0,-0.5,-8,-5,-9,-2,-17,-16
N#CC1=C2N=C(N)c3c(sc4c3CCCCC4)N2C2=C(C(=O)CCC2)C1c1ccccc1 (configuration not stated),20,0.2,1.0,-16,-3,-15,1,-10,-18
Brc1ccc(-c2nnc(-c3cccnc3)o2)cc1,14,1.2,1.9,1,-2,-7,0,-3,-11
CCCC(=O)N(Cc1cc(=O)[nH]c2ccccc12)c1ccc(OC)cc1,2,-0.2,-0.5,0,-9,-5,8,-19,-11
Cc1cccc2c(=O)oc(-c3ccccc3Cl)nc12,18,0.1,0.1,-6,-4,-11,-3,-9,-6
N#Cc1c(C(F)(F)F)cc(-c2cccs2)nc1N1CCCCC1,5,-0.3,0.9,-1,-4,1,3,-14,1
CSc1ccc(OC2(C)CCN(Cc3ccc(C(C)C)cc3)C2)cc1 (configuration not stated),12,·,0.9,·,-9,-4,5,-10,·
Cn1c(SCC(=O)N2CCCc3ccccc32)nnc1-c1cccs1,4,0.2,0.1,1,-4,-6,12,18,-14
COC(=O)Cn1nc(-c2ccccc2)c2ccccc21,-13,1.9,2.4,-1,-2,-24,13,-1,-17
Cc1ccccc1NC(=O)COC(=O)COc1ccc2ccc(=O)oc2c1,12,·,1.8,·,2,-14,2,2,·
FC(F)(F)c1ccc(Nc2nnnc3ccccc23)cc1,19,-0.3,2.3,-6,-2,-4,7,14,1
COc1ccccc1-c1cn[nH]c1-c1ccc(O)cc1O,16,7.3,4.2,-16,-4,-6,0,5,-9
CC(=O)Oc1ccc(C(=O)Nc2ccc(C3(C#N)CCCC3)cc2)cc1,5,4.0,1.9,-11,0,4,3,5,1
CC1(C)CC(=NO)CC(C)(C)N1,-3,0.7,0.0,-8,-4,8,8,19,1
CN(C)S(=O)(=O)N1CCC(Oc2cccc(C(=O)N3CCSCC3)c2)CC1,-12,1.8,1.9,-6,-2,-2,2,6,-10
CC/C(Cc1ccccc1)=N\NC(=O)c1cc([N+](=O)[O-])cc([N+](=O)[O-])c1,6,-0.2,0.4,0,-7,-2,6,-4,-12
Cc1ccc(/C(N)=N/OC(=O)Oc2ccccc2)cc1,18,0.7,0.3,-9,-2,-13,3,-18,2
COc1cccc(/C(=N/O)C2CC2c2ccc(Cl)cc2)c1 (configuration not stated),12,-0.4,-0.2,-3,0,-4,0,-2,-10
O=C(/C=C/c1ccco1)NC(=S)NNC(=O)c1ccco1,12,-0.4,0.6,-9,1,-1,2,-3,2
Cc1cc(C)n2c(Nc3c(C)cccc3C)c(CC(C)C)nc2n1,12,·,0.6,·,·,-15,10,-18,·
CCC(C)NS(=O)(=O)c1ccc(F)c(C(=O)Nc2c(F)cc(F)cc2Br)c1 (configuration not stated),2,1.2,1.4,-9,-1,-11,9,-2,-16
COc1cc2c(cc1OC)-c1n[nH]c(=S)n1C(C)(C)C2,2,-1.0,0.4,-4,1,-14,15,-13,-11
CN(C)c1nc(SCCOC(=O)c2ccccc2)nc(N(C)C)n1,8,-0.8,0.2,-4,-2,4,13,-14,-20
O=C(CC1(O)C(=O)Nc2ccccc21)c1cccc(Br)c1 (configuration not stated),-2,1.4,0.2,4,-3,11,1,-3,-6
CC(=O)N1CCN(c2ccc(NCc3cccs3)cc2)CC1,12,0.4,0.7,-8,-5,-12,12,-1,-25
Cc1nn(-c2ccccc2)c2c1C(c1ccncc1)C(C#N)=C(N)O2 (configuration not stated),21,0.7,0.8,-3,2,-17,0,8,1
CC(=O)N1CCOc2ccc(S(=O)(=O)N3CCN(c4cccc(C(F)(F)F)c4)CC3)cc21,3,5.6,2.7,-6,0,2,1,-22,-12
